# Bioassay records from PubChem.
# NCI-60 one-dose screen, 48 h, at 10 µM unless noted. Numbers give growth in % (100 = growth as untreated, 0 = no growth, -100 = all killed).
# HL-60(TB): HL-60(TB) leukemia cells | hit rate 9% among 78,000 | AID 1794776; active means growth percent below 10
# The depositor's hits bear a star; & = joins results of further samples; [ ] = another dose, or the depositor's remark. The list is partial (hit frequency here may not be typical).
structure | HL-60(TB)
O=S(=O)(NCCNc1cc(-c2cn(-c3ccccc3)nc2-c2cccc(O)c2)ccn1)c1ccc(Br)cc1 | 11
O=C(O)CNC(=O)CN/C=c1\sc2ncnn2c1=O | 107
Nc1nc(N)c(-c2ccc(Cl)cc2)c(CBr)n1 | 103
COc1ccc2nc(-c3c(-c4ccccc4)nc4ncccn34)[nH]c2c1 | 98
CCOC(=O)c1sc2ncnc(Nc3ccc(OCc4ccc(F)cc4)cc3)c2c1C | 96
O=C1c2ccccc2C(=O)N1c1ncnc2nc[nH]c12 | 105
S=C(NCCNC(=S)[S][Sn]([c]1ccccc1)([c]1ccccc1)[c]1ccccc1)[S][Sn]([c]1ccccc1)([c]1ccccc1)[c]1ccccc1 | -31*
CN1CCN(CC#C[C@@H]2CC[C@]3(CO)CC[C@]4(C)[C@H](CC[C@@H]5[C@@]6(C)CC[C@H](O)C(C)(C)[C@@H]6CC[C@]54C)[C@@H]23)CC1 | 63
N#CC1=C(N)Oc2ccc3ccccc3c2C1c1ccccc1 (configuration not stated) | 2.0*
COc1ccc2oc3c(c4c(c5c6ccccc6n(C)c35)C(=O)NC4=O)c2c1 | 104
Cc1cc(NC(=O)Oc2ccccc2)ccc1S(=O)(=O)F | 104
O=[N+]([O-])c1cccc(-c2cc(-c3cc(Br)ccc3O)[nH]n2)c1 | -17*
C=CCCCCCCCCC1OC(C)CC(C)O1 (configuration not stated) | 103
CC(C)(C)c1cccc(C(C)(C)C)c1O | 82
CO/N=C(/C)c1ccc(NC(=O)CSc2nnc(-c3ccncc3)n2-c2ccccc2)cc1 | 86
COc1ccc(/C=N/C2=C(C#N)C(c3ccccc3)c3ccc4ccccc4c3O2)cc1 (configuration not stated) | 1.7*
CCN(CC)CCNc1cccc2sc3ccccc3c(=O)c12 | 93
O=C1/C(=C/c2ccc(O)cc2)COc2ccc(O)c(O)c21 | -19*
COc1ccc(C(C)(c2c[nH]c3ccccc23)c2c[nH]c3ccccc23)cc1 | 72
O=C1c2nccnc2C(=O)N1c1ccc([N+](=O)[O-])cc1[N+](=O)[O-] | 89
O=C(O)/C=C\C(=O)Nc1ccc(Cc2ccc(NC(=O)/C=C\C(=O)O)cc2)cc1 | 97
COc1cc(C2c3cccn3-c3ccccc3N2C(C)N2CCCC2=O)cc(OC)c1OC (configuration not stated) | 76
CC(=O)c1c(C)nc(SCC(=O)Nc2ccc(Cl)cc2)n1-c1ccc(Cl)cc1 | 87
COc1nc2ccc(C)cc2cc1/C=N/O | 102
C=C(C)c1ccc(/C=N/NC(N)=S)cc1 | 147
O=c1cc(CSc2cccnc2)occ1O | 103
CC1(C)[C@@H]2CC[C@]1(C)[C@H](O)C2 | 102
Cc1cc(C)n(-c2nnc3n2N=C(c2ccccc2)CS3)n1 | 107
CC(=O)Nc1ccc(S(=O)(=O)c2ccc(Cl)cc2)cc1 | 88
CC(=O)Nc1ccc(S(=O)(=O)N/N=C/c2c(O)ccc3ccccc23)cc1 | 98

# Four entries from above, field by field.
CC(C)(C)c1cccc(C(C)(C)C)c1O
  HL-60(TB): 82

CO/N=C(/C)c1ccc(NC(=O)CSc2nnc(-c3ccncc3)n2-c2ccccc2)cc1
  HL-60(TB): 86

COc1ccc(/C=N/C2=C(C#N)C(c3ccccc3)c3ccc4ccccc4c3O2)cc1 (configuration not stated)
  HL-60(TB): 1.7*

CCN(CC)CCNc1cccc2sc3ccccc3c(=O)c12
  HL-60(TB): 93

# Next section.
structure | HL-60(TB)
S=C(NCc1ccccc1)N/N=C/C=C/c1ccccc1 | 95
COc1ccc2[nH]cc(-c3nn4cc(-c5cccnc5)nc4s3)c2c1 | 76
Cc1ccccc1Nc1n[nH]c(Cc2ccccc2)n1 | 67
CN1CCN(c2nc3ccccc3c3c(=O)c4cc(F)ccc4sc23)CC1 | 72
COc1ccc(C2C=C(n3nc(-c4ccccc4)nc3-c3ccccc3)NC(=S)N2)cc1 (configuration not stated) | 116
CCN1CCN(c2ccc(NC(=O)Nc3nc4ccc(-c5ccccc5OC)cc4s3)cc2)CC1 | -74*
O=C(CN1CCCCC1)Nc1nc2ccc(NCc3ccc([N+](=O)[O-])cc3)cc2s1 | 72
CCc1nnc2n1N=C(c1ccc(Cl)cc1)CS2 | 97
COCCCN=C(N)c1ccc(NC(=O)c2ccc(C(=O)Nc3ccc(C(N)=NCCCOC)cc3)cc2)cc1 | 71
CC(=O)O[C@H]1C(=O)[C@@]2(C)[C@H]([C@H](OC(=O)c3ccccc3)[C@]3(O)C[C@H](OC(=O)[C@H](OC(=O)OC[C@H]4COC(C)(C)O4)[C@@H](NC(=O)c4ccccc4)c4ccccc4)C(C)=C1C3(C)C)[C@]1(OC(C)=O)CO[C@@H]1C[C@@H]2O | 3.1*
CC12CCC3c4ccccc4CCC3(CO1)C2 (configuration not stated) | 88
O=C1/C(=C/c2cccc(Br)c2)COc2ccc(O)cc21 | -17*
O=C1/C(=C/c2ccc(OCCCOc3ccccc3)cc2)N=C2SCCCN12 | 70
COc1ccc(C(O)(c2ccccc2)C(C(=O)O)c2ccccc2)cc1 (configuration not stated) | 110
CCN1C(=O)N(CC)C2C1NN=c1s/c(=C3\C(=O)N(CC(C)C)c4ccccc43)c(=O)n12 (configuration not stated) | -44*
O=C(CCl)NC(Cc1ccccc1)C(=O)OCC(=O)c1ccc(-c2ccccc2)cc1 (configuration not stated) | 95
COc1ccc(-c2cc(-c3ccc4ccccc4c3)c(C#N)c(=O)[nH]2)cc1S(N)(=O)=O | 103
CCn1c2ncccc2c2c3c(c4c5cccnc5n(C)c4c21)C(=O)NC3=O | 104
NC(N)=NCCC[C@@H](NC(=O)[C@@H](Cc1ccccc1)NC(=O)Cc1ccc(Cl)cc1)C(=O)NCC(=O)NCc1cn(CCNC(=O)CCC(F)(F)C(F)(F)C(F)(F)C(F)(F)C(F)(F)C(F)(F)C(F)(F)C(F)(F)F)nn1 | 80
Clc1nc(Cl)c2c3c(sc2n1)CCCC3 | -14*
COc1ccc(C2CC(c3ccc(Cl)cc3)=NN2c2ccccc2)cc1OC (configuration not stated) | 91
Cc1ccn2c(NC(C)(C)CC(C)(C)C)c(-c3ccc(-c4ccccc4)cc3)nc2c1 | 84
Cc1c(C(=O)/C=C/Nc2c(Cl)cc(S(N)(=O)=O)cc2Cl)sc2nc3ccccc3n12 | 101
Clc1cc(Cl)c2c(c1)C=C1CCCCC3=Cc4cc(Cl)cc(Cl)c4OC13O2 | 100
COc1cc2c(c(OC)c1OC)C(=O)CC(c1cccc(NC(=O)c3cccc(NC(=O)[C@H](C)NC(=O)OC(C)(C)C)c3)c1)O2 (some centres not stated) | 71
CCc1ccccc1C(=O)N(CC)CC | 95
NS(=O)(=O)c1ccc(-c2nonc2-c2ccccc2)cc1 | 107
O=S1c2ccccc2Sc2ccccc21 | 85
COc1ccc(C(=O)c2cc3c(N)c(C(=O)Nc4cccc(Cl)c4)sc3nc2C)cc1 | -45*
COC(=O)C(/C(=N/N)C(=O)Nc1cc(Cl)ccc1Cl)c1nc2ccc([N+](=O)[O-])cc2[nH]c1=O (configuration not stated) | 93

# As a working copy, part of the list above.
structure | HL-60(TB)
S=C(NCc1ccccc1)N/N=C/C=C/c1ccccc1 | 95
COc1ccc2[nH]cc(-c3nn4cc(-c5cccnc5)nc4s3)c2c1 | 76
Cc1ccccc1Nc1n[nH]c(Cc2ccccc2)n1 | 67

# The list continues.
structure | HL-60(TB)
CCN(CC)CCNc1c(C)cc(CO)c(Cl)c1C | 107
CCc1c(C(=O)Nc2ccc3ccccc3c2)[nH]c(C)c1C(C)=O | 100
CC(C)(C)c1ccc([I+]c2ccc(C(C)(C)C)cc2)cc1 | -39*
O=C(Cn1[nH]c(=O)c2ccccc2c1=O)OCc1csc(-c2ccccc2)n1 | 91
Cc1ccc(C2C=CC(C#N)=CN2Cc2ccccc2)cc1 (configuration not stated) | 102
C=CCc1c(O)c(OC)c2c(c1OC)OCO2 | 98
CN(C(=O)C1CC1)c1ccccc1 | 96&84
NS(=O)(=O)c1cc[n+]([O-])c2ccccc12 | 106
O=S(=O)(NCCCNc1nccc(-n2ccc3cccnc32)n1)c1cccc(C(F)(F)F)c1 | 109
Nc1c(C(=O)N/N=C/c2ccc(Oc3ccccc3)cc2)cnn1CC(O)c1ccccc1 (configuration not stated) | 99
COc1ccc(-c2nc3cc(Cl)c(Cl)cc3n2CC(=O)N=Nc2c(O)[nH]c3ccc(Br)cc23)cc1 | 80
Fc1ccc(/C=C/c2cc(/C=C/c3ccc(F)cc3)n(-c3ccc(OC(F)(F)F)cc3)n2)cc1 | 78
COc1ccc(C(F)(F)F)cc1[N+](=O)[O-] | 102
O=C(Cn1nncc1CN1C(=O)CSC1=O)Nc1cc(Cl)cc(Cl)c1 | 101
COc1ccc(OC)c(/C=C2/C(=O)Cc3ccccc32)c1 | 95
O=C(CSc1nc2sc3c(c2c(=O)n1-c1ccc(Cl)cc1)CCCC3)Nc1nc(-c2ccccc2)cs1 | 100
C/C=C\C=N\NC(N)=S | 79
CCC(C)(O)C#N (configuration not stated) | 111
COc1ccc2cc(C(=O)/C=C/N=C3C=NNC3=O)ccc2c1 | 82
Oc1ccc(C=NCCN=Cc2ccc(O)cc2)cc1 | 137
COc1cccc2c1C(=O)c1ccccc1C2=O | 86
Nc1cc(-c2ccccc2)nn1-c1nc(-c2ccc(Cl)c(Cl)c2)cs1 | 92
C=C(CC[C@@H](C)[C@H]1CC[C@H]2C3=C[C@H](O)[C@H]4C[C@@H](O)CC[C@]4(C)[C@H]3CC[C@]12C)C(C)C | 86
COc1ccc(OC)c(-c2cn3nc(-c4c[nH]c5ccc(Br)cc45)sc3n2)c1 | 86
C/C(=C(/c1ccc(Cl)cc1)c1ccc(OCCN2CCCCC2)cc1)c1ccc(Cl)cc1 | 90
Nc1cc(Cl)ccc1C(=O)O | 103
O=C(Nc1cccc(-c2cc(=O)c3ccccc3o2)c1)Nc1ccc2c(c1)OCO2 | 97
C[N+]12C(=O)CC3OCC=C4C[N+]5(C)CCC6(c7ccccc71)C2C3C4CC65O (configuration not stated) | 93
CCOC(=O)CCCCN1C(=O)S/C(=C\c2cccc([N+](=O)[O-])c2)C1=O | 100
Nc1ccc(S(=O)(=O)O)c2ccc(S(=O)(=O)O)cc12 | 74
Cc1ccc(-c2ccnc3c2c(=O)[nH]c(=O)n3CCc2ccccc2)cc1 | 93
OC(c1c(Cl)cccc1Cl)C1CCCCN1 (configuration not stated) | 101
COC(=O)c1ccc(C(=O)OC)c(=O)[nH]1 | 86
Oc1cccc(-c2nc3sccn3c2-c2ccncn2)c1 | 99
O=c1[nH]cc(Br)c(=O)[nH]1 | 87
CC1CN1P(=O)(N1CC2CCC(CC2)C1)N1CC1C (configuration not stated) | 82
Cc1cccc(C)c1NN | 111
Cn1c(N)nc2c(ncn2C2CC(O)C(CO)O2)c1=O (configuration not stated) | 85
O=S(=O)(c1ccc(Cl)cc1)c1ccc(Cl)cc1 | 81&98
CC1C=CC(OC(=O)C(C)(O)CCC(O)(C(=O)OC2CC(O)C(C(C)C)CC2(C)O)C(C)C)(C(C)C)CC1 (configuration not stated) | -51*[4.63 µM]
NC(CSCC(=O)N1CCN(c2cc3c(cc2F)c(=O)c(C(=O)O)cn3C2CC2)CC1)C(=O)O (configuration not stated) | 103
Cc1ccc(CN(CC(=O)O)N=O)cc1 | 104
Cc1cc(O)c(C(C)C)cc1N=Cc1ccc([N+](=O)[O-])cc1 | 91
Cc1nc2c(c(=O)[nH]1)C(c1ccccc1Cl)c1ccc3ccccc3c1O2 (configuration not stated) | 53
O=C(O)c1ccc(NCc2cn(-c3ccc(C(=O)O)cc3)nc2-c2cc(C(F)(F)F)cc(C(F)(F)F)c2)cc1 | 91
CC(=O)Nc1ccc(-c2cn(-c3cccc(C(=O)Nc4ccc(Cl)c(C(F)(F)F)c4)c3)nn2)cn1 | 35
CC(C)(C)OC(=O)CN1CCc2c(sc3ncnc(N/N=C/c4ccc(Br)cc4)c23)C1 | 99
Nc1ccc(C(=O)Nc2cc(S(=O)(=O)O)cc3cc(S(=O)(=O)O)ccc23)cc1 | 116
Cc1c(O)c(O)cc2c3c(oc12)CC(c1ccco1)CC3=O (configuration not stated) | 82
COc1cc(-c2nn(C(=O)NS(=O)(=O)c3ccc(Cl)cc3)cc2-c2ccncc2)ccc1Cl | 92
CCCC(O)Cn1ncc(C(=O)OCC)c1NC(=O)NCc1ccccc1C(F)(F)F (configuration not stated) | 64
CN1C(=O)N[C@H]2[C@@H]3NC(=O)c4ccc(Br)n4[C@@H]3C[C@]21O | -20*
NC(=S)N/N=C(/c1ccccc1)c1ccc2nc(-c3ccc(Cl)cc3)[nH]c2c1 | 90
Cc1ccc(/C=C2\CN(Cc3cn(CCNc4ccnc5cc(Cl)ccc45)nn3)C/C(=C\c3ccc(C)cc3)C2=O)cc1 | -29*
CN1C(=O)C(C2=NN(C=O)C(c3ccc(Cl)cc3)C2)C(=O)N(C)C1=O (configuration not stated) | 99
NS(=O)(=O)c1ccc(Nc2nc(N/N=C/c3cc(Br)c(O)c(Br)c3)nc(Nc3ccccc3)n2)cc1 | 47
Clc1ccc(-c2ncc(-c3ccccc3)o2)cc1 | 99
COc1ccc(/C=N/OCC(O)CN2CCC(O)CC2)cc1OC1CCCC1 (configuration not stated) | 100
Cn1nc(NC(=O)C(F)(F)F)c2ncc(-c3ccccc3)nc21 | 87
O=C(Nc1ccc(C2=NCCCN2)cc1)c1ccc(C(=O)Nc2ccc(C3=NCCCN3)cc2)cc1 | 97
COC1=CC(=O)O[C@@H](/C=C/c2ccccc2)C1 | 87
